# Screens deposited in PubChem by The Scripps Research Institute Molecular Screening Center.
# V1aR counter = counter-screen for oxytocin receptor agonists: human V1a receptor agonists. actives 0.25% (n = 320,000). AID 2797. CHO-V1R cells, Fluo-8 calcium fluorescence, agonist mode; 0% DMSO, 100% 3 nM vasopressin. activation, % at 3 µM;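 active = activation above the mean activation of all tested compounds plus 3 SD, per screening run, cut at about 20% in these data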;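 note: signal is peak over basal fluorescence ratio across a 100 second FLIPR read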
# Target sequence (P37288 whole entry, looked up): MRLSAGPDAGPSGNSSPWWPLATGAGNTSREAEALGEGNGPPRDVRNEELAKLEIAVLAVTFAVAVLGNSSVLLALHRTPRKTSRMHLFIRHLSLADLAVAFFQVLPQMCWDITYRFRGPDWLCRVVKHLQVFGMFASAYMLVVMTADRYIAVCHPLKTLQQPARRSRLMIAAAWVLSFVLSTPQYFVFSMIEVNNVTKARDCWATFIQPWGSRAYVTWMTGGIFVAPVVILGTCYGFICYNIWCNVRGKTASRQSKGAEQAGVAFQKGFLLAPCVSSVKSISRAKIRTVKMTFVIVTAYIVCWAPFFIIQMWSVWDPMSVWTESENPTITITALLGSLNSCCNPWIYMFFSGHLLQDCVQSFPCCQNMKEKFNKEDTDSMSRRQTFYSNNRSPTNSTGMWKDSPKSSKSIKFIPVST
# TAAR1 ag = agonists of human TAAR1; Q96RJ0; CHO RD-HGA16 TAAR1, Fluo-8 calcium fluorescence; vehicle wells 0%, saturating PEA agonist 100%; activation, % at 3 µM; actives 0.99% (n = 360,000);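 active = activation above the mean activation of all test compounds in the run plus 3 SD, cut at about 38% in these data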
# Target sequence (Q96RJ0 whole entry, looked up): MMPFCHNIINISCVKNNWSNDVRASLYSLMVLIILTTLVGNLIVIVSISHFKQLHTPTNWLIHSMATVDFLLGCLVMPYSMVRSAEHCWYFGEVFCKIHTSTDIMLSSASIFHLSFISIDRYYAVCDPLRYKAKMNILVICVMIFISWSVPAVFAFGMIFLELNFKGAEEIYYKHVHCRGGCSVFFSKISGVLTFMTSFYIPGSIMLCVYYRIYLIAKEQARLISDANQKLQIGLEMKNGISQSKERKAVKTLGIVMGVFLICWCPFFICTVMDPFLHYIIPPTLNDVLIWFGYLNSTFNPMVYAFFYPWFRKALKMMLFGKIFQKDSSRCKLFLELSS
#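 System: CHO-derived RD-HGA16 cells with stable Gα16 and human TAAR1. Times: 17-24 h plating, Fluo-8 75 min 37 °C, 30 min RT. Measured by: calcium-sensitive Fluo-8 signal, excitation 470-495, emission 515-575 nm. Read-out basis: % activation relative to PEA EC100 response. Control set: DMSO and PEA EC100. Repeats: no replicates (n 1).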
# CHO parental Ca = counter-screen: ATP calcium response change in parental CHO cells. inhibition, % at 5.6 µM. actives 0.63% (n = 330,000). AID 463079. parental CHO-K1, ATP-induced calcium, Fluo-8 fluorescence;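 active = inhibition above that plate's mean sample inhibition plus 3 SD, cut at about 26% in these data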;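 note: 0% = ATP-challenged DMSO wells and 100% = DMSO wells without ATP; some compounds past the cut are filed as inactive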
#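 Test system: untransfected parental CHO cell line; also added: ATP stimulus; dosing: 5.6 µM, single dose; signal: calcium-sensitive Fluo-8 fluorescence; measure: percent inhibition of ATP-evoked calcium rise, normalized to controls; benchmarks: low control ATP plus DMSO, high control DMSO only; replication: one well per compound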
# CHO-K1 Ca antag = M1 antagonist counterscreen hit in parental CHO-K1 cells. actives 0.6% (n = 360,000). inhibition, % at 3 µM. AID 602250. ATP-induced calcium, Fluo-8 fluorescence;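 active = inhibition above a per-plate cutoff, the plate's mean sample inhibition plus 3 SD, cut at about 24% in these data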;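 note: 0% = DMSO plus EC80 ATP and 100% = DMSO alone without ATP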
# M1 PAM parental = counter-screen for M1 PAMs: effect in parental CHO-K1 cells; ATP EC20, Fluo-8 calcium fluorescence; 0% at ATP EC20, 100% at ATP max; activation, % at 3 µM; actives 0.02% (n = 360,000); AID 602247;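 active = activation above the run cutoff, the mean activation of all test compounds plus 3 SD, cut at about 40% in these data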;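 note: peak over basal fluorescence ratio in a 140 s read after ATP addition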
# M1 ag parental = nonselective activator or artifact in parental CHO-K1 cells; Fluo-8 calcium fluorescence; scaled to maximal ATP response, vehicle zero; actives 0.48% (n = 360,000); AID 602248; activation, % at 3 µM; in the data active = activation above about 15%;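 note: untransfected CHO-K1 host cells lacking M1 receptor as counterscreen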
# TAAR1 antagonist = antagonists of human TAAR1; Q96RJ0; CHO RD-HGA16 TAAR1, Fluo-8 calcium fluorescence, antagonist; inhibition, % at 3 µM; actives 1.5% (n = 360,000); AID 624466;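 active = inhibition above a per-plate cutoff, the mean inhibition of test compounds on that plate plus 3 SD, cut at about 49% in these data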;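 note: 0% = DMSO plus EC80 beta-PEA response and 100% = DMSO alone without agonist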
#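 Test system – hTAAR1-expressing CHO RD-HGA16 cells, Gα16-coupled · Also added – β-PEA at EC80 concentration, post-compound challenge · Compound – 3 µM, single point · Incubation – dye loading 75 min at 37 °C, then 30 min room temperature · Measured by – Fluo-8 intracellular calcium dye fluorescence, real-time kinetic reads · Benchmarks – vehicle and agonist controls · Replicates – singlicate, one well per test compound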
# M1 ag = human M1 muscarinic receptor agonism. actives 0.33% (n = 360,000). CHO-K1 hM1, Fluo-8 calcium fluorescence, agonist mode; 0% DMSO, 100% acetylcholine EC100. activation, % at 3 µM. P11229;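 active = activation above the run's mean compound activation plus 3 SD, cut at about 16% in these data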;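 note: peak over basal fluorescence ratio within a 140 s kinetic read after compound addition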
# OXTR potentiator = human OXTR potentiation. activation, % at 3 µM. P30559. AID 2445. CHO-OTR cells, Fluo-8 calcium fluorescence, potentiator mode; 0% = oxytocin EC15, 100% = EC100. actives 0.061% (n = 320,000);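 active = activation above that plate's cutoff, the mean activation of tested compounds plus 3 SD, cut at about 6.6% in these data, passing the limit was not always enough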;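 note: 100% uses oxytocin at 75 nM as the full agonist control; some results filed as inactive read as strong as hits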
#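 assay system = CHO-OTR cells, human receptor | schedule = compound 6 min at room temperature before oxytocin, 100 s read | detection = Fluo-8 intracellular calcium fluorescence, ex 470-495, em 515-575 nm | evaluation = normalized max/min fluorescence ratio, % activation | control set = EC15 oxytocin alone as 0%, 75 nM oxytocin (EC100) as 100%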
# Numbers without * were called inactive; . = not tested or not shown.
# Results follow in this order: V1aR counter	TAAR1 ag	CHO parental Ca	CHO-K1 Ca antag	M1 PAM parental	M1 ag parental	TAAR1 antagonist	M1 ag	OXTR potentiator
> COc1cccc(C(C2C(=O)CC(C)(C)CC2=O)C2C(=O)CC(C)(C)CC2=O)c1
    0.6	4	-12	0	-1	-0.1	-14	-5	0
> CC1(C(=O)NCc2cccc(Cl)c2)Cc2c(-c3ccc(C(N)=O)cc3)ccnc2O1 (configuration not stated)
    .	3	.	-17	27	3.4	17	0	.
> O=C(c1ccco1)N(Cc1cccs1)C1CCS(=O)(=O)C1 (configuration not stated)
    -0.1	17	-1	6	-2	-0.4	-15	0	-7
> CC(=O)Oc1c(-c2ccc(Br)o2)oc2ccccc2c1=O
    1.0	0	-1	3	2	2.6	4	-3	-10
> COc1ccccc1C(=O)Nc1nnc(SCC(=O)NC2CCCC2)s1
    1.7	.	-15	4	-15	0.7	.	-2	-3
> CCOC(=O)CCn1cc(F)c(=O)[nH]c1=O
    -0.2	1	18	-9	7	0.8	-1	-2	-12
> CN(C)c1ccc(C(C#N)c2ccccc2)nn1 (configuration not stated)
    0.7	1	-14	4	18	0.5	-29	-11	-1
> CC(C(=O)NCCN1CCOCC1)c1ccc([N+](=O)[O-])cc1 (configuration not stated)
    2.2	11	3	-11	23	0.9	-6	-9	3
> COc1ccc(Cl)cc1NC(=O)NN1CCN(C)CC1
    -0.8	0	-2	-5	0	0.7	-11	0	-4
> CCOc1ccc(CN(C)C(=O)CCNC(=O)c2ccco2)cc1
    0.2	3	-19	-7	10	0.0	-10	-1	-3
> O=c1ccn(Cc2ccccc2)c(=O)n1Cc1ccccc1
    0.0	2	-12	-5	11	-0.1	4	-5	-15
> COC(=O)C(Cc1ccccc1)NC(=O)C12CC3CC(CC(C3)C1)C2 (configuration not stated)
    -1.4	1	-17	0	13	-0.5	-9	-3	-4
> N#Cc1c(SCc2ccccc2)nc(N2CCOCC2)c2c1CCCC2
    1.2	11	-17	-13	15	0.8	-3	-4	-8
> COc1ccc(C(C)(C)C)cc1NC(=O)CCn1[nH]c(=O)ccc1=O
    1.1	4	-14	-18	18	0.0	4	-2	-6
> O=C(/C=C/c1ccc(O)c([N+](=O)[O-])c1)c1ccc2ccccc2c1
    17	66*	6	-23	9	1.4	39	2	-12
> CC(=O)N1c2ccc(Cl)cc2C2OCCC2C1c1ccco1 (configuration not stated)
    -0.6	0	-6	-3	11	4.6	8	-2	-9
> CCn1c(=O)cc(OCC(=O)NC2CCCCC2)c2ccccc21
    -0.8	2	-10	14	14	0.1	-5	-4	0
> Cc1ccccc1NC(=O)Cn1nc(C(=O)O)c2ccccc2c1=O
    -0.3	-3	-9	-13	12	0.4	-30	-6	-2
> CN(C(=O)c1cc2ccccc2o1)c1c(N)n(Cc2ccccc2)c(=O)[nH]c1=O
    1.6	10	-16	-13	11	0.4	11	-3	-2
> COc1ccc(C(=O)NC(C)c2cnn(-c3ccccn3)c2C)o1 (configuration not stated)
    5.0	0	-4	-6	5	1.1	-2	-3	-3
> CCOc1cc(CNC2CCCC2)cc(Cl)c1OCc1ccccc1
    4.4	58*	0	-3	20	2.0	19	0	-4
> CCn1nc(C(=O)Nc2ccc(C)c(C)c2)c(Cl)c1Cl
    0.1	9	-13	9	-1	-0.5	-11	1	-10
> O=C(O)CCCCCN1C(=O)/C(=C/c2cn(-c3ccccc3)nc2-c2cccs2)SC1=S
    .	0	.	-9	10	2.2	14	-3	.
> Cc1ccc(C(=O)n2nnc3ccccc32)cc1[N+](=O)[O-]
    1.1	0	-4	1	-5	0.2	12	-5	2
> CC(C)C(=O)Nc1cccc2nsnc12
    -0.6	0	8	-13	12	0.7	-24	-3	3
> CN(CC(=O)NNC(=O)CNC(=O)c1ccccc1Cl)S(=O)(=O)c1ccc(Cl)cc1
    -1.2	-1	-1	-5	-12	-0.1	-12	-4	-8
> C=CCSc1nccc(-c2cc(Cl)sc2Cl)n1
    -0.7	13	-1	-6	16	0.7	-4	-5	-10
> Cc1ccc(NC(=O)CCN2C(=O)NC3(CCCC3)C2=O)cc1
    .	0	.	2	-3	0.8	-11	0	.
> Cc1ccc(/C=N/Nc2ccnc3cc(Cl)ccc23)c(C)c1
    0.7	4	-1	-13	18	2.7	9	-10	-14
> Cc1ccc(C)c(S(=O)(=O)N2CCN(C(=O)CSC(=S)N3CCCC3)CC2)c1
    0.8	4	-12	-4	13	1.8	-17	-4	2
> CC1(c2ccc(Cl)cc2)NC(=S)N2C1NC(=S)N2c1ccccc1 (configuration not stated)
    2.0	8	-5	-9	-1	1.6	5	0	-2
> O=C(CN1C(=O)C2C3C=CC(C3)C2C1=O)NCCc1ccccc1 (configuration not stated)
    0.6	3	6	-14	10	0.4	1	-4	-1
> Cn1c(NC(=O)/C=C/c2c(F)cccc2Cl)cc(=O)n(C)c1=O
    1.4	1	-7	-11	21	0.6	7	-3	2
> COCCNC(=O)C(C)OC(=O)c1cc2occc2n1C (configuration not stated)
    0.3	6	-4	-15	19	0.8	4	2	3
> COc1ccc(NC(=S)N(CCc2c(C)[nH]c3ccc(C)cc23)Cc2ccco2)cc1
    0.1	1	-10	8	12	-0.1	-4	-2	-6
> O=C(Cn1c(=O)c(=O)n(Cc2ccccc2)c2ccc(Cl)cc21)Nc1ccc(F)cc1F
    -0.6	0	-9	-10	11	0.6	12	-1	-5
> O=C(NC1CCCCCCC1)C1=COCCO1
    -0.4	-3	-12	4	10	0.0	9	-3	0
> COc1cccc(C2CC(=O)Nc3c2c(=O)[nH]c2ncnn32)c1 (configuration not stated)
    -0.6	1	14	-4	11	0.2	-15	-4	-23
> CCN(Cc1ccccc1)C(=O)CCc1nc(-c2ccc(C)cc2)no1
    -0.5	-1	-14	-9	20	2.4	1	-2	-7
> O=C(Nc1cccc(C(F)(F)F)c1)Nc1ccc2[nH]c(=O)[nH]c2c1
    1.2	8	-1	-9	14	-0.1	-7	-1	-1
> CCOC(=S)SCC(=O)N1CCc2cc(OC)ccc2C1C1C(=O)CCCC1=O (configuration not stated)
    0.8	8	-5	-2	17	0.3	5	-4	-12
> COc1ccc([C@H]2CC(=O)C=C(c3cccc(F)c3OC)C2)cc1
    -0.7	10	-13	-11	-1	-0.2	22	-5	-2
> CC(C)CNC(=O)c1ccccc1Oc1ccccc1
    1.4	-1	0	-6	-3	-0.5	-1	-5	0
> O=C(NCCCN1CCCC1=O)c1cccc(S(=O)(=O)Nc2ccc(Br)cc2)c1
    0.8	5	-21	-1	-5	-0.1	3	0	0
> Cn1nc(C(=O)NC2CCCN(Cc3ccccc3F)C2)c2ccccc2c1=O (configuration not stated)
    -0.1	2	-12	-10	12	1.4	1	-5	-9
> O=S(=O)(c1ccc(Cl)cc1)n1cnc2ccccc21
    -0.2	0	1	-8	15	0.6	4	0	-2
> NC(=O)c1ccc(Nc2nc(C(N)COCc3ccccc3)cs2)cc1 (configuration not stated)
    .	2	.	-16	9	-0.1	0	-7	.
> CCCCN=CC1=C(O)C(C(=O)OC)C(C)(C)CC1=O (configuration not stated)
    -0.6	7	-13	-20	23	0.0	8	-1	-2
> CCNC(=S)Nc1cc2oc3ccccc3c2cc1OC
    -1.0	0	-12	-7	23	3.5	2	-3	-3
> O=c1[nH]cnc2nn(-c3ccccc3)nc12
    0.4	7	-7	-4	17	0.5	1	-1	-9
> COc1cccc(C(CC(=O)NCc2ccco2)NS(=O)(=O)c2ccc(C)cc2)c1OC (configuration not stated)
    0.2	10	-22	-24	22	0.9	-3	-2	-2
> C=C1C[C@@]23CCC4[C@@](C)(CCC[C@@]4(C)C(=O)O)C2CC[C@]1(O)C3 (some centres not stated)
    1.3	2	-4	-14	12	0.7	2	-4	0
> Cc1ccc2c(=O)cc(C(F)F)oc2c1
    -0.4	11	-5	3	5	-0.1	-8	-4	-1
> Cc1cccc(-n2ncc3c(NCc4ccco4)ncnc32)c1
    -1.0	4	6	7	3	0.1	-21	-4	-6
> CCCC(=O)NC(=S)Nc1ccc(Cl)cn1
    -1.7	3	-5	-5	14	-0.5	3	-2	-10
> CCOc1ccc(OCC(=O)OCC(=O)NCC2CCCO2)cc1 (configuration not stated)
    0.5	0	-9	4	-8	0.6	-8	0	1
> O=C(Cn1nc2ccccc2n1)N/N=C/c1cc(Cl)cc([N+](=O)[O-])c1O
    .	5	.	0	14	0.0	8	-7	.
> O=C(CCCc1nc2ccccc2s1)NCc1ccccc1F
    1.1	10	-6	-8	23	0.7	-5	-5	-5
> O=C(Nc1ccc(Br)cc1)C1C2C=CC3(O2)C1C(=O)N(CCN1CCOCC1)C3C(=O)NC1CCCCC1 (configuration not stated)
    1.4	-2	-15	-17	1	0.2	7	-4	-3
> COc1cccc(C(=O)NCCCNC(=O)c2ccccn2)c1
    0.8	-4	-3	-13	1	0.8	2	-2	-5

# (list continues)
# Results follow in this order: V1aR counter	TAAR1 ag	CHO parental Ca	CHO-K1 Ca antag	M1 PAM parental	M1 ag parental	TAAR1 antagonist	M1 ag	OXTR potentiator
> Cn1c(CC(=O)c2ccc(Br)cc2)[n+](C)c2ccccc21
    2.1	0	11	-8	-14	1.3	1	-6	-18
> O=C(NCCCN1CCOCC1)c1cc(-c2ccccc2F)no1
    1.5	3	-7	1	2	1.4	-19	-3	4
> CC(C)Oc1ccc(C(=O)Nc2ccc(S(=O)(=O)N3CCN(C)CC3)cc2)cc1
    4.2	6	2	-1	8	2.3	-29	-7	-7
> COc1cc(OC)nc(Nc2nc(C(N)Cc3ccc(Cl)cc3)cs2)n1 (configuration not stated)
    .	47*	.	2	10	2.4	37	5	.
> Cc1c(NC(=O)COC(=O)/C=C/c2cccc(F)c2)c(=O)n(-c2ccccc2)n1C
    .	-1	.	-1	-4	-0.1	-3	-4	.

# 3 structures already listed, arranged by molecular weight, falling:
# Results follow in this order: V1aR counter	TAAR1 ag	CHO parental Ca	CHO-K1 Ca antag	M1 PAM parental	M1 ag parental	TAAR1 antagonist	M1 ag	OXTR potentiator
> CC(C)Oc1ccc(C(=O)Nc2ccc(S(=O)(=O)N3CCN(C)CC3)cc2)cc1
    4.2	6	2	-1	8	2.3	-29	-7	-7
> Cn1c(CC(=O)c2ccc(Br)cc2)[n+](C)c2ccccc21
    2.1	0	11	-8	-14	1.3	1	-6	-18
> COc1cccc(C(=O)NCCCNC(=O)c2ccccn2)c1
    0.8	-4	-3	-13	1	0.8	2	-2	-5
